FLuc counter: inhibits or activates purified firefly luciferase, miR-21 counter-screen | purified FLuc, Km substrates, luminescence inhibition | Potency, µM (highest dose often 57.5 µM), for inactives: at the top dose activity change, negative = inhibition, actives largely listed as inhibitors | P08659 | 6.9% of 360,000 active;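 note: potency is the fitted concentration of half-maximal effect; plate controls were vehicle for no effect and reference inhibitor for full effect; nearly all actives have a fitted effect of over 55% in size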
Target sequence (P08659 whole entry, looked up): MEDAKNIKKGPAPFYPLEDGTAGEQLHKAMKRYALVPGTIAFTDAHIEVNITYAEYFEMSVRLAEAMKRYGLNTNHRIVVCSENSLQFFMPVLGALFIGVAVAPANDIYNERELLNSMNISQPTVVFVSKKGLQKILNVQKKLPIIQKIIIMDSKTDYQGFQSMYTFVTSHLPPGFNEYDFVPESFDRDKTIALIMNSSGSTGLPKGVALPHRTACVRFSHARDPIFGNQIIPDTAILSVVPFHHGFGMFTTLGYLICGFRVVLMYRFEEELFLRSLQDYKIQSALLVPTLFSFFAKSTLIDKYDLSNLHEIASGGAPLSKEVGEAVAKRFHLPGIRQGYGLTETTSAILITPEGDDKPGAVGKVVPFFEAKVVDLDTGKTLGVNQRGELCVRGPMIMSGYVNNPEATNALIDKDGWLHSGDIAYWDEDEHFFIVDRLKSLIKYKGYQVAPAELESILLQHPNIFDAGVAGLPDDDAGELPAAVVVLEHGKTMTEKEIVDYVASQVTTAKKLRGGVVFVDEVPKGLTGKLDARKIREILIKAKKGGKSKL
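Biochemical qHTS of compounds, final roughly 60 µM downward over six points, against 10 nM purified firefly luciferase using Km concentrations of substrates (10 uM D-luciferin, 10 uM ATP) in Tris acetate pH 7.5 buffer; luminescence output.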
NPC1 promoter act: NPC1 promoter activation. Huh7 NPC1 promoter luciferase reporter, 24 h. Potency, µM (titrated, usually from 9.22 µM), inactives show top-dose activation, most hits filed as activators. 2.4% of 320,000 active. AID 485313;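 note: potency is the fitted concentration of half-maximal effect; % of control where 0% means no effect; nearly all actives have a fitted effect of over 60% in size; reporter is driven by a mutant NPC1 promoter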
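Luciferase expression driven by the NPC1 promoter was measured in stably transfected Huh7 cells after a 24 h compound incubation, using a luciferase reagent and a luminescence read.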
RORgamma inh: blocks mouse ROR gamma transcriptional activity; P51450; Drosophila S2 Gal4-RORgamma UAS-luciferase reporter, 20 h; Potency, µM (series often up to 53.6 µM), for the others: top-dose activity change, negative = inhibition, hits mostly inhibitors; 5.4% of 310,000 active; note: potency is the fitted concentration of half-maximal effect; % is set by controls: 0 for no effect and ±100 for the full control effect; nearly all actives have a fitted effect of over 60% in size
Target sequence (P51450 whole entry, looked up, the tested form may be a part): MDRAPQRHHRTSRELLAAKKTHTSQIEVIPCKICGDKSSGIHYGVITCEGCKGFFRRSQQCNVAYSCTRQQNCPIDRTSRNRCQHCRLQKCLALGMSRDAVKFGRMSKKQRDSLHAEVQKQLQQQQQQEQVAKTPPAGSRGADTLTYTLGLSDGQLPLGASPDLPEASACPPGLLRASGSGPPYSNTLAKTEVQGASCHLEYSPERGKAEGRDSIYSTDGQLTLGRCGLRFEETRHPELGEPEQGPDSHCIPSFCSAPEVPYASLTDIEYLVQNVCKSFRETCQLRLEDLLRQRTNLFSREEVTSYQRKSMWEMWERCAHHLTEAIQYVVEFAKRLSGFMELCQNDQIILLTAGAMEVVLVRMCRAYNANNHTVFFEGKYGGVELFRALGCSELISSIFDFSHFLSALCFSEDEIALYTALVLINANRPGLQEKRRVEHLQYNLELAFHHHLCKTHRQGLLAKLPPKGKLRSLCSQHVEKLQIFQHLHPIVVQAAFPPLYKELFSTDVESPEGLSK
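Luminescence from a UAS-regulated Photinus luciferase reporter in stably transfected Drosophila Schneider cells is measured; decreased signal marks ROR gamma inhibition. Fusion expression is induced by 700 uM copper sulfate for 20 hr.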
Tb PFK block: blocks T. brucei phosphofructokinase; O15648; T. brucei PFK, ADP-Glo luminescence; Potency, µM (highest dose often 57.5 µM), without a hit: at the top dose activity, negative = inhibition, hits mostly inhibitors; 0.17% of 330,000 active; AID 485367;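 note: potency is the fitted concentration of half-maximal effect; 0% = uninhibited 1x PFK enzyme wells and -100% = no-enzyme wells; nearly all actives have a fitted effect of over 60% in size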
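Compounds were pin-transferred as a titration series up to 57 uM into substrate buffer (0.5 mM F6P, 0.1 mM ATP, pH 8.0), then 1.25 nM PFK was added and reactions ran 45 min before ADP-Glo detection.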
Rab9 prom act: activates the Rab9 promoter; Potency, µM (doses to about 9.22 µM), for the others: at the highest dose activation, negative = inhibition, usual class: activators; Huh7 Rab9 promoter-luciferase reporter, luminescence, 24 h; 2.8% of 320,000 active; note: potency is the fitted concentration of half-maximal effect; % of control where 0% means no effect; nearly all actives have a fitted effect of over 60% in size
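Cell-based reporter: Huh7 stable for Rab9 promoter-driven luciferase, plated in reduced-serum medium with 10% FBS at 1500 cells/well, compound-treated 24 h at 37 °C, luminescence read after 10 min reagent.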
Giardia kill: kills Giardia lamblia; Giardia lamblia trophozoite viability; activity change, % at 7.66 µM, hits read low; 0.15% of 340,000 active; in the data active = activity change below about -80%; inconclusive = between about -30% and that limit;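 note: parasites exposed to compound for two days anaerobically before the ATP read; % is set by controls: 0 for no effect and ±100 for the full control effect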
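Luminescent ATP signal served as the viability read-out, measured 15-30 min after adding ATP detection reagent to trophozoites that had been incubated with compounds for 48 hrs at 37 deg C anaerobically at 100 cells/well.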
uPA generation: cell surface uPA generation inhibition | cell surface uPA generation assay, qHTS | Potency, µM (top dose mostly 38.3 µM), for inactives: top-dose activity change, negative = inhibition, most hits filed as inhibitors | 0.31% of 330,000 active | AID 540303; active = well fitted inhibition curve with a large enough effect; inconclusive = small, poorly fitted or top-dose-only effect; inactive = no such curve, though single readings can be large or run the other way; tested in mouse RAW 264.7 cells; note: potency is the fitted concentration of half-maximal effect; % is set by controls: 0 for no effect and ±100 for the full control effect; nearly all actives have a fitted effect of over 55% in size
ELG1 genotoxic: induces genotoxicity in HEK293T cells with luciferase-tagged ELG1; HEK293T ELG1-luciferase reporter, luminescence, 16 h; Potency, µM (titrated, usually from 46 µM), for the others: top-dose activity change, positive = activation, hits mostly activators; 1.3% of 330,000 active; AID 504466; note: potency is the fitted concentration of half-maximal effect; % of control where 0% means no effect; nearly all actives have a fitted effect of over 60% in size
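Genotoxic stress is detected as increased luminescence from luciferase-tagged ELG1 in HEK293T cells, measured with ONE-Glo after a 16 hr treatment at 37 °C.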
VP16 counter: counter-screen for ROR gamma inhibitors: Gal4-VP16 reporter. Drosophila S2 Gal4-VP16 UAS-luciferase, luminescence, 20 h. Potency, µM (doses to about 53.6 µM), inactives show top-dose activity, negative = inhibition, most hits filed as inhibitors. 3.5% of 310,000 active. AID 2546;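 note: Gal4-VP16 expression switched on by copper sulfate through the metallothionein promoter; potency is the fitted concentration of half-maximal effect; % is set by controls: 0 for no effect and ±100 for the full control effect; nearly all actives have a fitted effect of over 50% in size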
KCNH2 3.1 inh: blocks the human KCNH2 3.1 channel isoform. U2OS KCNH2 3.1, thallium flux FluxOr; hits give low values. activity change, % (tested at about 1.8 µM). 0.95% of 340,000 active. AID 720553;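 active = maximum activity change below -70%; inconclusive = maximum activity change from -70% to -50%; inactive = maximum activity change above -50%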;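 note: thallium influx rate constant from kinetic fluorescence after stimulation buffer; % is set by controls: 0 for no effect and ±100 for the full control effect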
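Channel expression came from 3.1 mutant virus (1.77 x 10^8 /mL) applied to suspended U2OS cells for 4 h. Flux was tracked with FluxOr dye plus Red40 quencher, and kinetic rate constants normalized to controls.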
FBPA coupling cs: counter-screen for Giardia aldolase inhibitors: coupling enzyme system; 0.67% of 290,000 active; activity change, negative = inhibition, % at 58.2 µM, hits read low; coupling enzyme system counterscreen, AmpLite Red fluorescence; in the data active = activity change below about -30%; note: % is set by controls: 0 for no effect and ±100 for the full control effect
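Counterscreen lacking aldolase: glyceraldehyde-3-phosphate coupling-enzyme reagent preincubated 10 min at RT with compound (at 57.5 uM final), then substrate/coupling system with AmpLite Red added; fluorescence read at 525/598 nm after 20 min RT.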
* = called active by the depositor; ? = inconclusive; / = not tested or not shown; [ ] = remark or other dose. Unless noted, calls come from the whole dose curve; as a rule, active = well fitted curve in the direction sought with a large enough effect; inconclusive = small, poorly fitted or top-dose-only effect, or another doubt; inactive = no such curve, though single readings can be large; an effect the other way counts as inactive or inconclusive.

SMILES | FLuc counter | NPC1 promoter act | RORgamma inh | Tb PFK block | Rab9 prom act | Giardia kill | uPA generation | ELG1 genotoxic | VP16 counter | KCNH2 3.1 inh | FBPA coupling cs
CC(NC(=O)C1CCC(CNS(=O)(=O)c2ccccc2)CC1)c1ccc2c(c1)OCCO2 (centres undefined) | 1% | -2% | 27% | 10% | -12% | / | / | -7% | -3% | / | 0
O=C(NCCCN1CCN(CCCNC(=O)c2cccc([N+](=O)[O-])c2)CC1)c1cccc([N+](=O)[O-])c1 | -1% | -3% | 20% | -2% | -3% | 10 | -5% | -2% | 3% | -81* | 1
CC(=O)Nc1ccc2nc(NC(=O)CCc3ccccc3)sc2c1 | -16% | -2% | ? | 0% | ? | -27 | 5% | -2% | ? | -3 | 0
CCn1cc(C(=O)O)c(=O)c2cc(F)c(N3CCN(C(=S)NC(=O)c4cc(OC)cc(OC)c4)CC3)cc21 | -1% | -4% | 2.5µM* | 5% | -4% | 1 | 0% | -4% | 6.3µM* | -12 | 0
CC(=O)c1cccc(NC(=O)CSc2nc(=O)n(CCN3CCOCC3)c3c2CCC3)c1 | 4% | 1% | / | 4% | 1% | -3 | -2% | 6% | / | 8 | /
CCOc1cc(/C=N/NC(=O)c2ccccn2)ccc1OC(=O)c1ccc(F)cc1 | 0% | 2% | 18µM* | 4% | -6% | 15 | 9% | 14% | ? | -15 | /
O=C(CSc1nnc(-c2ccc(F)cc2)c2ccccc12)Nc1cccc(Cl)c1 | 2% | -1% | 57% | 0% | 0% | 12 | 2% | -5% | 1% | -17 | 4
COc1cccc(NC(=S)N/N=C2/CCCCc3ccccc32)c1 | 13µM* | 10% | 3.5µM* | 0% | 24% | 0 | -3% | 14% | 5µM* | -6 | 1
Cc1ccc(NC(=S)Nc2ccccn2)c(C)c1 | 8.5µM* | ? | 0.79µM* | -1% | 2.8µM* | -1 | -6% | ? | 6.3µM* | -4 | 0
Cc1nn(-c2ccccc2)c(Cl)c1/C=N/Nc1nc2ccccc2n1C | 2.4µM* | 3.5µM* | 1.1µM* | -8% | ? | -14 | ? | 8% | 3.5µM* | ? | -17
O=C(C1CCCN1S(=O)(=O)c1cccc2cccnc12)N1CCc2ccccc2C1 (centres undefined) | 1% | 1% | -6% | -2% | -7% | 5 | 11% | -1% | 0% | 16 | -1
Cc1ccc(-n2nc3c(=O)n(C(C)C(=O)NCc4ccccc4Cl)nc(C)c3c2C)cc1 (centres undefined) | 2% | -17% | 20% | 0% | -8% | -10 | -17% | -7%[9.26 µM] | -24% | -11 | 5
O=C(CC(Sc1ccc(Br)cc1)C(=O)O)c1ccc(Br)cc1 (centres undefined) | ? | 2% | 14µM* | 12% | 2% | / | / | -8% | ? | / | 3
COCCn1nnnc1C(c1cc(OC)ccc1OC)N1CCc2ccccc2C1 (centres undefined) | -1% | 5% | 0% | 1% | -1% | -4 | -4% | 6% | 4% | 1 | -2
COc1ccc(NC(=O)c2cn(C)c(=O)c3cc(OC)c(OC)cc23)cc1OC | 1% | -3% | -1% | 1% | 2% | 4 | -2% | -1% | -6% | -17 | 4
CCc1ccc(NC(=O)COC(=O)c2ccc(Cl)c(S(=O)(=O)N3CCCCCC3)c2)cc1 | 3% | 14% | 29% | -2% | 2% | -12 | 8% | 1% | 3% | -3 | 2
O=C(Nc1ccccc1N1CCOCC1)c1cc(Br)c(Br)s1 | -3% | 1% | -8% | 0% | 2% | -8 | -3% | 12% | 2% | -9 | 1
CSCCC(NC(=O)c1ccccc1)C(=O)NNC(=O)c1csc(N2CCOCC2)n1 (centres undefined) | 0% | -4% | 0% | -17% | 0% | 1 | 3% | 10% | -10% | -8 | /
CC(=O)OCC1=C(C(=O)O)N2C(=O)C(NC(=O)C(C)Cn3cc(Cl)cn3)C2SC1 (centres undefined) | -3% | 1% | -45% | 9% | 0% | 3 | 23% | 2% | -11% | 5 | 2
CCN(CC)CCCNC(=O)c1ccc2c(=O)n(Cc3ccc4c(c3)OCO4)c(=S)[nH]c2c1 | -2% | 0% | 13% | 0% | 0% | 11 | -5% | 1% | -4% | 9 | -2

The last two compounds of the part before lead into the next:
SMILES | FLuc counter | NPC1 promoter act | RORgamma inh | Tb PFK block | Rab9 prom act | Giardia kill | uPA generation | ELG1 genotoxic | VP16 counter | KCNH2 3.1 inh | FBPA coupling cs
CC(=O)OCC1=C(C(=O)O)N2C(=O)C(NC(=O)C(C)Cn3cc(Cl)cn3)C2SC1 (centres undefined) | -3% | 1% | -45% | 9% | 0% | 3 | 23% | 2% | -11% | 5 | 2
CCN(CC)CCCNC(=O)c1ccc2c(=O)n(Cc3ccc4c(c3)OCO4)c(=S)[nH]c2c1 | -2% | 0% | 13% | 0% | 0% | 11 | -5% | 1% | -4% | 9 | -2
Cc1ccc2c(n1)sc1c(-c3ccc(Br)cc3)c(C#N)c(N)nc12 | 0% | -5% | 19% | -5% | -3% | -1 | 4% | 1% | -4% | 12 | -4
CCOC(=O)CCc1c(C)c2c(C)nn(-c3ccccc3)c2[nH]c1=O | 1% | 0% | 20% | 5% | 9% | -13 | -7% | 2% | 5% | -8 | -1
CCOC(=O)c1nn(-c2ccc(F)cc2)c2c1CC/C2=C/c1ccccc1 | 6% | -3% | ? | -2% | -1% | 3 | 1% | 11% | -15% | 20 | 2
CSc1ncccc1C(=O)Nc1nc(C(C)(C)C)cs1 | 17µM* | 17% | ? | -1% | 18% | -2 | 11% | 12% | 28% | -37 | -2
O=[N+]([O-])c1ccc(Cc2nnc(-c3ccccc3Cl)o2)cc1 | 4% | 14% | ? | -20% | 28% | -17 | -10% | -18% | -21%[10 µM] | -21 | 3
O=C(O)CN(c1ccc(F)cc1)S(=O)(=O)c1ccc2c(c1)OCCO2 | 4% | -3% | -10% | -5% | -4% | 12 | 1% | 2% | -16% | -3 | -2
Cc1ccc(NC(=O)C(c2ccccc2)C2CCCC2)cc1 (centres undefined) | -1% | -4% | ? | -3% | -3% | -15 | -1% | -2% | ? | -10 | 0
CC(C)CNC(=O)NC(=O)COC(=O)c1cc(F)cc(F)c1 | 1% | -2% | 10% | -1% | -2% | -1 | 6% | 2% | 3% | -13 | 0
Cc1ccc(C)c(S(=O)(=O)Nc2ccc(O)c(Sc3ncn[nH]3)c2)c1 | 0% | -3% | ? | -2% | 0% | -25 | 1% | -2% | -17% | 26 | -27
CC(CCc1ccccc1)NC(=O)CN(C)Cc1ccccc1F (centres undefined) | -11% | 0% | 20% | 1% | -1% | 53[activator] | -1% | -3% | 4% | -11 | 1
CCC(C)NC(=O)C1CCN(S(=O)(=O)c2cccs2)CC1 (centres undefined) | 0% | 2% | 7% | -1% | -2% | 0 | 1% | 1% | 0% | 12 | 0
CC(=O)N1CCc2cc(C(=O)CN3CCCN(Cc4ccc(F)cc4)C3)ccc21 | -1% | 0% | 3% | -6% | 0% | / | / | -2% | 8% | / | -3
O=C(Cn1cnc2scc(-c3cccc([N+](=O)[O-])c3)c2c1=O)NCc1ccco1 | 3% | -3% | 35% | 16% | -5% | 27 | 1% | -5% | -5%[10 µM] | -6 | 0
C[C@@H]1CN=C2N(CCNC(=O)CCC3CCCCC3)[C@H](Cc3ccc(O)cc3)CN21 | -1% | -4% | 17% | -11% | -11% | -20 | 1% | -4% | 1% | -14 | 4
c1ccc(-n2c(SCc3nc(-c4cccs4)no3)nnc2-c2ccco2)cc1 | -1% | 0% | 21% | 0% | 1% | 14 | 8% | -17% | -27% | 6 | -20
CCCCNS(=O)(=O)c1ccc2c(c1)oc(=O)n2CC(=O)OCC | 1% | 0% | -2% | 1% | -3% | -27 | 1% | -4% | 6% | -4 | 2
COc1ccc(CNC(=O)NC(C)(C)c2cccc(C(C)(C)NC(=O)NCc3ccc(OC)cc3)c2)cc1 | 7% | -2% | -11% | 0% | -3% | -10 | 3% | -1% | -13% | 4 | 2
COc1cccc(NC(=O)Cn2cc3c(n2)CCCCC3)c1 | -4% | 4% | 36% | -4% | 2% | 6 | 8% | -7% | 17% | -2 | -1
O=S(=O)(/N=C(/Nc1ccccn1)c1ccccc1)c1ccc(Cl)cc1 | 5% | 1% | 38% | -3% | 3% | -2 | / | 0% | 16% | / | 0
O=[N+]([O-])c1cccc(-c2noc(-c3cccs3)n2)c1 | 2.7µM* | 3.5µM* | 9% | -4% | 2.5µM* | ? | 13% | 15µM* | -21% | -13 | 3
COc1ccc(Cc2nc3ccc(C(=O)N(C)CCO)cc3o2)cc1 | 2% | -3% | ? | 0% | 7% | 17 | 4% | 1% | 6% | 9 | 2
COc1ccc(NC(=S)Nc2ccc3cn[nH]c3c2)cc1 | -10% | 1% | -35% | 6% | 0% | -3 | 2% | -3% | 18% | 12 | -21
O=C(COc1ccc(-c2nnco2)cc1)NCc1ccccc1Cl | -15% | 0% | ? | 10% | 3% | 1 | -5% | 1% | 9% | 3 | -2
CC1=Nc2cc(C(=O)N3CCCC3)ccc2Sc2c(C)ccc(C)c21 | 1% | -2% | -4% | -1% | 17% | ? | 4µM* | -6% | -12% | 8 | 0

From PubChem BioAssay
